Mtb FBA inh – Mtb fructose-bisphosphate aldolase inhibition. P9WQA3. purified M. tuberculosis FBA, fluorescence read-out. inhibition, % at 1 µM. 360,000 compounds, 2.3% hits. AID 588726; in the data active means inhibition above about 27%;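 further: 0% = vehicle and 100% = reference inhibitor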
Mtb UGM inh – Mtb UDP-galactopyranose mutase inhibition; 320,000 compounds, 0.06% hits; inhibition, % at 10 µM; purified UGM, fluorescence polarization probe displacement; P9WIQ1; in the data active means inhibition above about 10%, passing the limit was not always enough; inconclusive means no clear call, values can overlap the other calls
Target sequence (P9WIQ1 whole entry, looked up): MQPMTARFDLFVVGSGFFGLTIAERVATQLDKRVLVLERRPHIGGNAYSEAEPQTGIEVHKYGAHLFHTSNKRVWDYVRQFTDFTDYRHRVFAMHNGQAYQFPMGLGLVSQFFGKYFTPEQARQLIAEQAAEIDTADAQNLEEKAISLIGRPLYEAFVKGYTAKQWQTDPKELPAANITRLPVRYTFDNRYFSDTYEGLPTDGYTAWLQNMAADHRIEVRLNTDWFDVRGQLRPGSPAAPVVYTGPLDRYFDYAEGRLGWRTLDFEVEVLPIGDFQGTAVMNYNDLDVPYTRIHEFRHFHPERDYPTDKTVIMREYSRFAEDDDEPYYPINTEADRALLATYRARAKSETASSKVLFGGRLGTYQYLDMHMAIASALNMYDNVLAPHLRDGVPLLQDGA
Rv3671c protease – inhibits the M. tuberculosis serine protease Rv3671c. 320,000 compounds, 0.048% hits. inhibition, % at 5.96 µM. P9WHR9; in the data active means inhibition above about 38%;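 further: extracellular domain of Rv3671c used as enzyme; 0% = enzyme with DMSO and 100% = no enzyme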
Target sequence (P9WHR9 whole entry, looked up, the tested form may be a part): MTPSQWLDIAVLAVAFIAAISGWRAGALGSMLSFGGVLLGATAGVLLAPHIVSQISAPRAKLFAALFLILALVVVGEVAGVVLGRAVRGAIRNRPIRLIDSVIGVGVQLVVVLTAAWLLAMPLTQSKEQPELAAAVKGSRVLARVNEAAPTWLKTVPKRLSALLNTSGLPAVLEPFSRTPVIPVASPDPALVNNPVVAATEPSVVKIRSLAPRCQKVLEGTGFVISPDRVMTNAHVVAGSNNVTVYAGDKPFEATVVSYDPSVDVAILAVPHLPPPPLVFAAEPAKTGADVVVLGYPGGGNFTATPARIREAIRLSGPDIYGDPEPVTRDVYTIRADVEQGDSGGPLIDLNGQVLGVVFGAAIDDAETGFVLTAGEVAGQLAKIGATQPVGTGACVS
Mtb BioA inh – blocks M. tuberculosis BioA enzyme activity. AID 602481. inhibition, % at 9.99 µM. 360,000 compounds, 0.096% hits. purified M. tuberculosis BioA enzyme, plate reader; in the data active means inhibition above about 40%; inconclusive means no clear call, values can overlap the other calls
PrPC surface inh – inhibitors of human cell surface prion protein PrPC; P04156; TR-FRET read-out; inhibition, % at 13.8 µM; 370,000 compounds, 0.43% hits; in the data active means inhibition above about 24%; further: 0% = median of the test wells and 100% = reference compound wells
FadD28 binding – blocks FadD28 binding to the bisubstrate probe. fluorescence polarization. inhibition, % at 12.5 µM. 360,000 compounds, 0.22% hits; in the data active means inhibition above about 8.5%, passing the limit was not always enough; inconclusive means no clear call, values can overlap the other calls
BoNT-F LC inh – blocks Botulinum neurotoxin F light chain protease. Multiplex microsphere protease cleavage assay, flow cytometry. inhibition, % at 10 µM. 360,000 compounds, 0.22% hits. AID 588497; in the data active means inhibition above about 35%, passing the limit was not always enough; inconclusive means no clear call, values can overlap the other calls; further: plate controls were buffer without enzyme for full effect and enzyme alone for no effect
MazEF act – activators of E. coli MazEF toxin-antitoxin RNase; 350,000 compounds, 0.32% hits; FAM/BHQ RNA-DNA oligo cleavage fluorescence, 5 h; activation, % at 20 µM; in the data active means activation above about 50%
Target sequence (P0AE70 whole entry, looked up): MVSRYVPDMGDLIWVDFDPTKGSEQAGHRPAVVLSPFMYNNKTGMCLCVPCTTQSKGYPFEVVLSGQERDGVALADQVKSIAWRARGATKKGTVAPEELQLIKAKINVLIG
GDH-TPI counter – GDH-TPI coupled enzyme inhibition counter-screen | GDH-TPI coupled enzyme counterscreen, NADH absorbance | inhibition, % at 4.8 µM | 360,000 compounds, 1.2% hits | AID 588335; in the data active means inhibition above about 30%;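 further: 0% = DMSO wells and 100% = wells lacking the enzyme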
Numbers without * were called inactive; ? = inconclusive; nt = no result given; & = joins results of further samples.

smiles	Mtb FBA inh	Mtb UGM inh	Rv3671c protease	Mtb BioA inh	PrPC surface inh	FadD28 binding	BoNT-F LC inh	MazEF act	GDH-TPI counter
C/C(=N\OC(=O)c1cccc(Cl)c1)c1sc(C)nc1C	2	0.3	-5	-1.7	-6	-1.8	-8	-8	-3
CCOC(=O)c1nnc(-c2ccc(C)cc2)nc1Oc1ccc(Cl)cc1Cl	-2	2.5	-5	-0.4	5	-2.2	0	2	10
CC(C)C[C@@H]1NC(=O)N(CCN2CCOCC2)C1=O	0	3.8	-12	-6.5	2	-0.4	-14	2	13
O=C(Nc1ccccc1C(F)(F)F)C(O)(c1ccccc1)C1CCCCC1 (stereo not given)	2	6.1	-5	-1.4	0	0.9	-6	9	14
C(#Cc1ccccc1)CN1CCOCC1	1	-2.6	5	nt	-8	0.0	-6	9	0
Cc1ccc(NC(=O)c2ccc(Cl)c(S(=O)(=O)Nc3c(C)n(C)n(-c4ccccc4)c3=O)c2)cc1Cl	-2	nt	nt	-0.3	-2	-2.1	5	4	5
O=C(Nc1ccccc1)C1CC(=O)N(Cc2ccccc2)C1 (stereo not given)	-1	4.2	-8	1.5	3	0.5	-5	8	4
CC(C)(C)c1ccc(OC(=O)Nc2ccc(O)c(C(=O)O)c2)cc1	80*	1.2	6	0.5	0	-4.4	?	2	-2
Cc1c(Cl)cnc(NC(=O)COC(=O)c2ccc([N+](=O)[O-])s2)c1Cl	-5	-0.9	-38	-1.0	-22	0.4	-3	0	12
CCC(C)NC(=O)CCc1c(C)nc2c(c(C)nn2-c2ccccc2)c1C (stereo not given)	44*	-1.0	-9	-0.1	5	0.1	-5	-11	3
O=C(NC1CCCCC1)C1CCC(=O)N(Cc2cccc(C(F)(F)F)c2)C1 (stereo not given)	1	0.1	-1	1.8	-2	-0.9	-2	0	4
Cc1ccc(N(CC(O)CON=C2c3ccccc3-c3ccccc32)S(C)(=O)=O)cc1 (stereo not given)	-3	-0.4	-8	-1.6	5	-7.1	-2	1	-10
Cc1csc(=O)n1CCC(=O)OCC(=O)c1ccc(Br)cc1	5	0.7	-2	1.6	7	0.1	-1	-13	5
CC(=O)N1CCN(C23CC4CC(CC(C4)C2)C3)CC1	1	-1.5	-1	0.5	2	-3.3	-15	12	1
Cc1ccnc(NC(=O)CCC(=O)N(CC(=O)NC2CCCCC2)Cc2cccs2)c1	0	-2.0	2	nt	12	-4.5	-3	-5	4
COc1ccc(C)cc1NCc1cccc(OC)c1OC	3	3.0	8	-1.4	4	-0.2	-2	-3	6
O=C(CN1C(=O)CSc2ccc(S(=O)(=O)N3CCOCC3)cc21)N1CCCCC1	-1	-1.9	3	-1.0	9	-0.5	-6	4	-1
CCOC(=O)C(NC(=O)c1ccccc1)(N1CCOCC1)C(F)(F)F (stereo not given)	2	-3.5	0	-2.7	8	-1.9	-4	2	14
CC(=O)c1ccc(NC(=O)c2ccc(-n3cncn3)c([N+](=O)[O-])c2)cc1	1	1.8	-1	20	-38	-1.8	-5	1	5
COc1ccc(-n2nc3ccc(N)cc3n2)cc1	56*	nt	nt	1.4	-5	-0.1	-6	17	16
COc1ccc2cc(C3(C)NC(=O)NC3=O)ccc2c1 (stereo not given)	20	1.6	2	1.2	9	-2.5	-19	1	2
CC(C)CC(=O)Nc1cc(NC(=O)CC(C)C)cc(C(=O)NC(C)(C)C)c1	1	3.1	-14	-1.7	0	-1.8	-16	2	-3
CCCCn1c(N)c(N(CCC(C)C)C(=O)c2ccc(COc3ccccc3)o2)c(=O)[nH]c1=O	5	0.7	0	nt	-6	-1.0	nt	-5	8
O=C(Cc1ccccc1)Nc1ccccc1C(=O)NCC1CCCO1 (stereo not given)	1	-1.1	4	-3.0	-4	-0.1	9	-5	-9
COc1cc(CCC(=O)Nc2nnc(-c3cccnc3)s2)cc(OC)c1OC	9	0.6	0	1.4	-6	-2.7	4	6	6
O=C(CC(C(=O)O)P(=O)(c1ccccc1)c1ccccc1)c1ccccc1 (stereo not given)	-2	1.0	2	-1.4	5	-4.2	2	23	-6
Cc1ccsc1C(=O)Nc1cccc(-n2cnnn2)c1	4	-0.4	-14	-1.0	5	-3.5	9	-11	-1
COc1ccc(NC(=O)c2cc(C)no2)cc1	-1	-1.4	-6	9.3	7	-1.6	15	3	12
CCCc1cc(=O)[nH]c(SCC(=O)Nc2sc(C(N)=O)c(C)c2C(=O)OCCOC)n1	3	-2.7	2	0.3	11	-1.7	7	-9	0
O=C(NCCCN1CCOCC1)c1ccc(S(=O)(=O)Nc2ccccc2F)cc1	0	0.3	1	0.4	-1	-3.1	nt	-18	-3

Reprinted from the part before: 4 compounds; new compounds follow.
smiles	Mtb FBA inh	Mtb UGM inh	Rv3671c protease	Mtb BioA inh	PrPC surface inh	FadD28 binding	BoNT-F LC inh	MazEF act	GDH-TPI counter
Cc1ccsc1C(=O)Nc1cccc(-n2cnnn2)c1	4	-0.4	-14	-1.0	5	-3.5	9	-11	-1
COc1ccc(NC(=O)c2cc(C)no2)cc1	-1	-1.4	-6	9.3	7	-1.6	15	3	12
CCCc1cc(=O)[nH]c(SCC(=O)Nc2sc(C(N)=O)c(C)c2C(=O)OCCOC)n1	3	-2.7	2	0.3	11	-1.7	7	-9	0
O=C(NCCCN1CCOCC1)c1ccc(S(=O)(=O)Nc2ccccc2F)cc1	0	0.3	1	0.4	-1	-3.1	nt	-18	-3
CCOC(=O)N1CCC(N2Cc3cccc(C(=O)NCc4ccc(C)cc4)c3C2=O)CC1	4	-3.5	12	-0.3	7	-0.1	2	-4	3
CC(C)Oc1ccc(CC2(CCc3ccncc3)C(=O)NC(=O)NC2=O)cc1	1	-1.1	-12	nt	4	-1.8	0	0	-2
COc1ccccc1NC(C)C(=O)N/N=C/c1cccs1 (stereo not given)	0	-2.6	3	nt	-6	-1.0	-3	3	6
COC(=O)CN1C(=O)C(O)(CC(=O)c2ccccc2)c2ccccc21 (stereo not given)	3	-4.6	-2	0.1	-9	0.6	11	7	-12
Cc1cc(Br)ccc1NC(=O)CN1C(=O)C2CC=CCC2C1=O (stereo not given)	-3	4.0	4	-0.6	2	-2.6	6	0	-6
O=C(Nc1cc([N+](=O)[O-])ccc1F)c1ccc2c(c1)OCCO2	0	0.1	-15	nt	-1	0.0	-1	-2	1
Cc1onc(-c2ccccc2)c1C(=O)Nc1nnc(CC(C)(C)C)s1	0	1.1	2	nt	-2	-4.0	15	-2	0
c1ccc2[nH]c(NCCN3CCOCC3)nc2c1	0	-2.3	9	2.6	-7	-3.3	-8	7	3
CCC1CCCCN1CCCNC(=O)c1cc2c(=O)oc3ccc(C)cc3c2s1 (stereo not given)	12	0.3	0	-2.7	-8	-2.4	-1	15	24
Cc1cccc(-n2cc[nH]c2=S)c1	0	-0.9	-2	-0.1	5	-2.5	-10	6	4
Cc1ccc2[nH]c(O)c(N=Nc3nc4ccccc4s3)c2c1	1	-0.5	-6	0.9	1	-1.8	5	2	2
CCCN(Cc1cc2cccc(C)c2[nH]c1=O)C(=O)c1cccc(OC)c1	4	3.0	-6	-0.6	7	-0.3	-3	5	9
Cn1c(SCC(=O)Nc2ccc(NC(=O)c3ccccc3)cc2)nnc1-c1ccncc1	-1	2.6	2	-0.8	5	-3.2	0	9	4
COc1ccccc1NC(=O)CCSc1nnc(-c2ccc(O)cc2)o1	2	-0.5	6	nt	0	-2.7	-3	4	-2
Cc1ccc(S(=O)(=O)/N=C2\C=C(Nc3cccc(C(=O)O)c3)C(=O)c3ccccc32)c(C)c1	-7	0.7	-179	5.2	-9	4.5	0	0	19
COC(=O)c1cc(C#N)c(N2CCN(C)CC2)nc1C	1	-2.7	2	nt	-2	-0.1	-2	7	5
COC(=O)c1cc(C(=O)N2CCc3ccccc32)cc([N+](=O)[O-])c1	0	3.7	-3	1.2	-18	-3.6	-24	-2	4
O=C(Nc1ccc(F)cc1F)N1CCCC(c2nc(-c3ccc(F)cc3)no2)C1 (stereo not given)	5	2.8	-8	nt	1	-1.3	-5	-1	7
O=C(Cn1cc2c(n1)CCCCC2)Nc1c(F)c(F)cc(F)c1F	-1	-0.5	11	-0.2	11	-2.5	-4	-2	5
O=C(O)c1ccccc1Nc1cccc(C(F)(F)F)c1	-1	nt	1	0.6&-0.1	5	0.1	-7	-12	-3
CCCCC/C(=N/O)c1c(C)[nH]c2ccccc12	-3	1.5	3	nt	1	2.2	?	7	6
CC(C)C(C(=O)NCC1CCCO1)N(C(=O)CNS(=O)(=O)c1ccccc1)C1CCCCC1 (stereo not given)	1	-0.2	-1	-0.9	1	-1.0	4	9	-7
Fc1ccc(/C=N/NC2=Nc3cccc4cccc2c34)cc1	-14	3.4	-7	0.0	4	1.7	8	110*	5
COC/C=C/C1=CC2=CC(=O)C(C)(OC(=O)c3cnc4ccccc4n3)C(=O)C2=CN1c1ccccc1 (stereo not given)	nt	-0.8	9	nt	-9	nt	nt	-2	nt
C=CCN(C(=O)Nc1ccccc1)C1CC(=O)N(c2ccc(OC)cc2)C1=O (stereo not given)	-1	1.3	4	-1.3	-6	-3.4	-2	5	-8
O=C(CCC(=O)c1ccc(Oc2ccccc2)cc1)Nc1cccc(Cl)c1	-5	1.2	-1	nt	3	-3.8	4	-7	0
O=C(NCCCN1CCCC1=O)c1cc(-c2ccc(F)cc2)nc2ccccc12	19	-2.5	-5	2.5	-10	-2.8	-5	9	22
N=C1/C(=C/c2ccc(-c3cccc(C(=O)O)c3)o2)C(=O)N=C2SC(CC(=O)N3CCOCC3)=NN12	-7	5.7	-7	-0.2	-3	-8.5	-6	-14	8
CC1CC(C(F)(F)F)n2ncnc2N1 (stereo not given)	-1	-0.5	-3	0.1	0	-1.1	-4	4	-8
Cc1c(C(=O)NCc2ccc(Cl)c(Cl)c2)sc(=O)n1Cc1ccccc1F	-2	nt	nt	1.3	7	-3.9	3	nt	4
CS(=O)(=O)N(Cc1ccccc1)c1ccc(C(=O)NC2CCCCC2O)cc1 (stereo not given)	0	1.0	0	nt	9	-2.6	4	-11	3
COc1ccc(C)cc1NC(=O)C1CCN(C(=O)c2ccco2)CC1	5	1.0	5	nt	7	0.0	11	-2	9
Cc1occc1C(=O)NCc1nc(-c2ccccc2)no1	-2	-0.2	-2	1.0	3	-3.9	5	-1	3
COc1ccc(C2CC=C(C(C)=O)CN2S(=O)(=O)c2ccc(Cl)cc2)cc1 (stereo not given)	4&-2	nt	nt	-1.3&2.9	7&-5	-1.5&-3.8	-5&-10	nt	nt
CCN(CC)c1nc(C#N)nc(N(CC)CC)n1	-2	nt	nt	-0.8	-3	-4.0	-10	0	-4
CCc1nnc(NC(=O)CSc2nnc(-c3cccnc3)n2C)s1	1	0.7	-10	1.2	0	-1.6	1	-1	-6
C[C@H]1Cn2cnc(C(=O)Nc3ccc(CNC(=O)OC(C)(C)C)cc3)c2C(=O)N1	-1	nt	nt	0.4	2	-1.9	-2	2	0
Cc1cccc(NC(=O)COc2ccc3c(c2)CCC3)n1	4	nt	nt	nt	8	-0.9	13	0	7
COc1ccc(OC)c(/C=C/C(=O)OCC(=O)N2CCN(S(=O)(=O)c3ccc(C)cc3C)CC2)c1	3	nt	nt	-3.5	-4	0.8	2	-3	11
CCOC(=O)Cc1nnc(Nc2cccc(O)c2)c2ccccc12	1	1.6	6	nt	-1	-2.1	-3	6	14
O=C(c1cccc(S(=O)(=O)N2CCOCC2)c1)N1CCN(S(=O)(=O)c2cccs2)CC1	0	2.6	2	nt	6	-2.4	-1	-3	-4
O=c1[nH]nc(SCc2nc3ccccc3s2)n1C1CC1	1	0.7	-4	-1.7	7	1.9	-1	8	-3
CC(C)(C)n1cnc2cc(NS(=O)(=O)c3ccccc3)ccc21	3	1.3	9	2.3	9	-1.5	5	5	-2
COc1ccc(C2CC(c3ccccc3)=NN2C(=S)Nc2ccccc2)cc1 (stereo not given)	-1	2.3	-12	-1.0	-9	0.4	-8	-5	34*
O=c1[nH]c2ccc([N+](=O)[O-])cc2[nH]1	0	nt	nt	2.6	-12	-0.2	-3	1	21
